Growth percent in the NCI-60 one-dose screen (48 h, 10 µM unless noted): 100 = growth as untreated, 0 = no growth, -100 = all killed.
HL-60(TB) = HL-60(TB) leukemia cells; 9% of 78,000 active; active = growth percent below 10
An asterisk follows results filed as active; & = joins results of further samples. These rows are one share of the data. The share of hits here may be higher or lower than overall.

Structure,HL-60(TB)
COc1cc2c(Oc3ccc(NC(=O)C4(C(=O)Nc5ccc(F)cc5)CC4)cc3F)ccnc2cc1OCCCN1CCOCC1,-21*
CC1=CCC2C(=O)OC(=O)C2C1 (centres undefined),91
Cn1c(O)c(N=NC(N)=S)c2ccccc21,99&69
Cc1nc2ccccn2c(=O)c1CCN1CCC(C(=O)c2ccc(F)cc2)CC1,117
Cn1cc(C(=O)c2nc(-c3cn(C)c4ccc(F)cc34)no2)c2cc(Br)ccc21,86
Cn1cc(-c2nnc(-c3cn(C)c4ncccc34)o2)c2cc(F)ccc21,100
CN(C)C[C@@H]1CCn2cc(c3ccccc32)C2=C(C(=O)NC2=O)c2cn(c3ccccc23)CCO1,-24*
COc1ccc(C(=O)CC(=O)c2ccc(C(C)(C)C)cc2)cc1,100
CCn1cc(-c2ccnc3[nH]c(-c4cccc(CN(C)C)c4)cc23)c(-c2ccc(NC(=O)N(C)C)cc2)n1,-41*
C[C@H](COc1ccccc1)N[C@H](C)[C@H](O)c1ccc(O)cc1,85
COc1ccc2[nH]cc(-c3nnc(N)nc3-c3cn(C)c4ccc(OC)cc34)c2c1,90
CN1CCN(CCOc2cc(OC3CCOCC3)c3c(Nc4c(Cl)ccc5c4OCO5)ncnc3c2)CC1,101
CC(=O)c1ccc2c(c1)N(CCCN(C)C)c1ccccc1S2,53&81
O=C(Cc1ccc(-c2ccc(OCCN3CCOCC3)cc2)cn1)NCc1ccccc1,-31*
Cn1cc(-c2ccc3nnc(C(F)(F)c4ccc5ncccc5c4)n3n2)cn1,93
CC(C)C[C@@H](C(=O)N[C@H](C(=O)OC1CCCC1)c1ccccc1)[C@H](O)C(=O)NO,36
OC1CCC(Nc2ncc3nc(Nc4c(F)cc(F)cc4F)n([C@H]4CCOC4)c3n2)CC1 (some centres undefined),98
CCn1c(C(=O)N(C2CC2)C2CC2)cc2c3c(ncn3C)c(Nc3cc(C)n(C)n3)nc21,84
COc1ccc2[nH]cc(-c3nnc(N)nc3-c3cn(C)c4ccccc34)c2c1,92
Cn1cc(-c2nnc(-c3ccccc3)o2)c2cc(Br)cnc21,99
CCCCC(O)c1ccccc1 (centres undefined),99
Cn1cc(-c2nnc(N)nc2-c2c[nH]c3ccc(F)cc23)c2ccccc21,79
Brc1cnc2[nH]cc(-c3nnc(-c4ccccc4)s3)c2c1,93
Cc1ccc(F)c(NC(=O)Nc2ccc(-c3cccc4[nH]nc(N)c34)cc2)c1,8.0*
CN1CCOC(c2ccccc2)c2ccccc2C1 (centres undefined),102

compound: Cn1cc(-c2nnc(-c3cn(C)c4ncc(Br)cc34)s2)c2cc(F)ccc21
  HL-60(TB) = 99

compound: CCOC(=O)c1ccc(N)cc1
  HL-60(TB) = 84&95

compound: Cc1nc(N)sc1-c1ccnc(Nc2ccc(N3CCOCC3)cc2)n1
  HL-60(TB) = 44

compound: COc1cc(C2NC(=S)NC(C)=C2C(=O)Nc2ccc(S(N)(=O)=O)cc2)cc(OC)c1OC (centres undefined)
  HL-60(TB) = 95

compound: CCN(CC)CCNC(=O)c1cc(Cl)c(N)cc1OC
  HL-60(TB) = 100

compound: CC(O)CN(C)C (centres undefined)
  HL-60(TB) = 100

compound: CC(C(=O)O)c1ccc(C(=O)c2cccs2)cc1 (centres undefined)
  HL-60(TB) = 100&100

compound: OCCN1CCN(CCCN2c3ccccc3Sc3ccc(Cl)cc32)CC1
  HL-60(TB) = 74&86

compound: COc1ccc(/C=C/C(C)=N/OCC(N)=O)cc1
  HL-60(TB) = 101

compound: CN(C)C/C=C/C(=O)Nc1cc2c(Nc3ccc(F)c(Cl)c3)ncnc2cc1O[C@H]1CCOC1
  HL-60(TB) = -45*

compound: CC12CCC(CC1)C(C)(C)O2
  HL-60(TB) = 103

compound: C=CC1=C(C(=O)O)N2C(=O)[C@@H](NC(=O)/C(=N\O)c3csc(N)n3)[C@H]2SC1 (stereo in doubt)
  HL-60(TB) = 118

compound: Cn1cc(C(=O)c2nc(-c3cn(C)c4ccccc34)no2)c2cc(Br)ccc21
  HL-60(TB) = 84

compound: CC(=O)c1ccc(S(=O)(=O)NC(=O)NC2CCCCC2)cc1
  HL-60(TB) = 112

In the list so far, these have a halogen.
compound: COc1cc2c(Oc3ccc(NC(=O)C4(C(=O)Nc5ccc(F)cc5)CC4)cc3F)ccnc2cc1OCCCN1CCOCC1
  HL-60(TB) = -21*

compound: Cc1nc2ccccn2c(=O)c1CCN1CCC(C(=O)c2ccc(F)cc2)CC1
  HL-60(TB) = 117

compound: Cn1cc(C(=O)c2nc(-c3cn(C)c4ccc(F)cc34)no2)c2cc(Br)ccc21
  HL-60(TB) = 86

compound: Cn1cc(-c2nnc(-c3cn(C)c4ncccc34)o2)c2cc(F)ccc21
  HL-60(TB) = 100

compound: CN1CCN(CCOc2cc(OC3CCOCC3)c3c(Nc4c(Cl)ccc5c4OCO5)ncnc3c2)CC1
  HL-60(TB) = 101

compound: Cn1cc(-c2ccc3nnc(C(F)(F)c4ccc5ncccc5c4)n3n2)cn1
  HL-60(TB) = 93

compound: OC1CCC(Nc2ncc3nc(Nc4c(F)cc(F)cc4F)n([C@H]4CCOC4)c3n2)CC1 (some centres undefined)
  HL-60(TB) = 98

compound: Cn1cc(-c2nnc(-c3ccccc3)o2)c2cc(Br)cnc21
  HL-60(TB) = 99

compound: Cn1cc(-c2nnc(N)nc2-c2c[nH]c3ccc(F)cc23)c2ccccc21
  HL-60(TB) = 79

compound: Brc1cnc2[nH]cc(-c3nnc(-c4ccccc4)s3)c2c1
  HL-60(TB) = 93

compound: Cc1ccc(F)c(NC(=O)Nc2ccc(-c3cccc4[nH]nc(N)c34)cc2)c1
  HL-60(TB) = 8.0*

compound: Cn1cc(-c2nnc(-c3cn(C)c4ncc(Br)cc34)s2)c2cc(F)ccc21
  HL-60(TB) = 99

compound: CCN(CC)CCNC(=O)c1cc(Cl)c(N)cc1OC
  HL-60(TB) = 100

compound: OCCN1CCN(CCCN2c3ccccc3Sc3ccc(Cl)cc32)CC1
  HL-60(TB) = 74&86

compound: CN(C)C/C=C/C(=O)Nc1cc2c(Nc3ccc(F)c(Cl)c3)ncnc2cc1O[C@H]1CCOC1
  HL-60(TB) = -45*

compound: Cn1cc(C(=O)c2nc(-c3cn(C)c4ccccc34)no2)c2cc(Br)ccc21
  HL-60(TB) = 84

High-throughput results deposited in PubChem BioAssay by NCI.
